Assay outcomes deposited in PubChem by several laboratories.
procasp3 activ – activators of human procaspase-3 D3A mutant, primary screen, biochemical, absorbance, PC-3 D3A mutant, single concentration; Caspase-3 (Homo sapiens), P42574; recombinant procaspase-3 D3A, Ac-DEVD-pNA absorbance 405 nm; activation, % at 8.5 µM; 330,000 tested, 0.11% active; AID 463141, 2010;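 active = activation above the mean of all tested compounds plus 3 SD, cut at about 21% in these data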;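 note: 0% = DMSO alone and 100% = DMSO wells spiked with extra 5 µM PC-3 D3A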
Target sequence (P42574 whole entry D9A/D28A/D175A): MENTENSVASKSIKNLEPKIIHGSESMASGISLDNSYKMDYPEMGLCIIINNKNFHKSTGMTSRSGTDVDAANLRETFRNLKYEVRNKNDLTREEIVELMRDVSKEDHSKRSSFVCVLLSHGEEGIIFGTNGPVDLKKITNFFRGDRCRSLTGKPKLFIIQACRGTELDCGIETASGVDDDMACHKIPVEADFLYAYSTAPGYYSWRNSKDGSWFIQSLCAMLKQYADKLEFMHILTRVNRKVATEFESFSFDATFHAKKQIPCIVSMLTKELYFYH
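Test system: Procaspase-3 D3A mutant, all three cleavage aspartates alanine | Dosing: Single dose, 8.5 µM nominal compound, 0.8% DMSO | Schedule: 1 h preincubation, 2 h reaction | Technique: 405 nm absorbance of p-nitroaniline, reads at 0 and 120 min | Repeats: One well per compound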
CIT2 TOR yeast – modulators of CIT2-GFP expression in yeast, primary screen, S. cerevisiae, GFP fusion, multiplex flow cytometry, MLPCN library | GFP response vs DMSO, % at 10 µM | 320,000 tested, 0.065% active | S. cerevisiae CIT2-GFP strain, 3 h; 100 means same as DMSO wells;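 active = GFP response relative to DMSO above a set limit, near the screen mean plus 3 SD, cut at about 150% in these data; inconclusive = Fewer than 70 cells measured for a yeast strain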;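 note: ratio of well median GFP fluorescence to mean of DMSO wells on the plate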
RPL19A-GFP yeast – RPL19A-GFP expression modulators in yeast, primary screen, cell-based, S. cerevisiae, multiplex flow cytometry, MLPCN; AID 2025, 2009; 330,000 tested, 0.3% active; percent response vs DMSO, % at 10 µM; S. cerevisiae RPL19A-GFP strain, 3 h; hits give low values;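 active = percent response vs DMSO below 50%; inconclusive = fewer than 70 events counted for the yeast strain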;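 note: median channel GFP fluorescence of the barcoded RPL19A-GFP strain; ratio of sample median GFP to plate DMSO average so 100% = DMSO; lower means less RPL19A-GFP as with rapamycin TOR inhibition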
MEP2 TOR yeast – modulators of MEP2-GFP levels in yeast, primary screen, S. cerevisiae, multiplex flow cytometry, MLPCN library | S. cerevisiae MEP2-GFP strain, 3 h; 100% = DMSO control level | GFP response vs DMSO, % at 10 µM | 330,000 tested, 0.51% active | AID 2016, 2009;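 active = GFP response versus DMSO above a set limit, roughly screen mean plus 3 SD, cut at about 180% in these data; inconclusive = fewer than 70 cells counted for a yeast strain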;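 note: median GFP fluorescence of the barcode-gated MEP2-GFP cells per well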
LAP4 TOR yeast – modulators of LAP4-GFP expression in yeast, primary screen, S. cerevisiae, multiplex flow cytometry, MLPCN library | GFP response vs DMSO, % at 10 µM | 3 h; median GFP as percent of DMSO wells | AID 2023, 2009 | 320,000 tested, 0.34% active;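 active = GFP response vs DMSO above a set limit, about the screen mean plus 3 SD, cut at about 150% in these data; inconclusive = under 70 cell events counted for the yeast strain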
AGP1 TOR yeast – modulators of AGP1-GFP expression in yeast TOR pathway, primary screen, cell-based, multiplex flow cytometry, S. cerevisiae, MLPCN library; 3 h; GFP as percent of DMSO wells; GFP response vs DMSO, % at 10 µM; 320,000 tested, 0.02% active; AID 2066, 2009;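 active = GFP response relative to DMSO above a set limit, near screen average plus 3 SD, cut at about 150% in these data; inconclusive = fewer than 70 cells counted for the yeast strain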;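 note: median GFP channel fluorescence of the gated AGP1 strain per well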
AHR activator – AHR activators, primary screen, cell-based, luminescence, luciferase reporter, human. 320,000 tested, 2.5% active. activation, % at 5 µM. AHR-responsive luciferase reporter cells. Aryl hydrocarbon receptor (Homo sapiens), P35869; in the data active = activation above about 47%;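 note: 0% = vehicle wells and 100% = reference agonist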
Target sequence (P35869 whole entry, looked up): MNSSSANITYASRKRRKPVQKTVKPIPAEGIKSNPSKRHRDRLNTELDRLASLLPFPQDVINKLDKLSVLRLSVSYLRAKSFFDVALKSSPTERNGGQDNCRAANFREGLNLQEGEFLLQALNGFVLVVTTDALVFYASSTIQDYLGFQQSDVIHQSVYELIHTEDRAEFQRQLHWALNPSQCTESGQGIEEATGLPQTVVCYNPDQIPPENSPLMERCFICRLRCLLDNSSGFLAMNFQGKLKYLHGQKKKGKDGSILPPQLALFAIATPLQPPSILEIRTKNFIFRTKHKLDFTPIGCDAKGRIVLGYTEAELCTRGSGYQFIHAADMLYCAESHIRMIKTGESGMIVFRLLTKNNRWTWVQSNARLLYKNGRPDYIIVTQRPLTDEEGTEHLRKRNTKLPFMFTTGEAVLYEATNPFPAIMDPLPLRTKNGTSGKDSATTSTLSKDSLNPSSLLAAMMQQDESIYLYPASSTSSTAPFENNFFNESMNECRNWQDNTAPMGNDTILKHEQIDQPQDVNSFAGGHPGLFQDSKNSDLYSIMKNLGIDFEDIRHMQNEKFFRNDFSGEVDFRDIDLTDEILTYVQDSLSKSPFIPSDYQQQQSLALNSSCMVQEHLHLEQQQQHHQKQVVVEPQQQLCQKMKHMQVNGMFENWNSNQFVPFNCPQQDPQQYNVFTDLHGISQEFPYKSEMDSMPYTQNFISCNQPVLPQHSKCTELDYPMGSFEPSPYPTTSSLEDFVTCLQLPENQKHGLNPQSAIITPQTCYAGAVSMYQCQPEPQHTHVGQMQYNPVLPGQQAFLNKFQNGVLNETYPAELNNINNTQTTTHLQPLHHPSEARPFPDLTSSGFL
proCasp7 act – procaspase-7 activators, primary screen, counter-screen for procaspase-3 activator project, biochemical, absorbance, HTS, human; Caspase-7 (Homo sapiens), P55210; recombinant procaspase-7, Ac-DEVD-pNA absorbance 405 nm; D23A/D198A/D206A triple mutant, cannot self-cleave; scale: DMSO 0, 5 µM enzyme 100; activation, % at 8.5 µM; 330,000 tested, 0.093% active;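 active = percent activation above the screen-wide mean plus 3 SD, cut at about 25% in these data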
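signal = Epi-absorbance of released pNA at 405 nm, two timepoints | assay system = Uncleavable procaspase-7 mutant enzyme | reagent = Ac-DEVD-pNA substrate, 400 µM as added | times = 1 h enzyme–compound preincubation and 2 h substrate reaction, both 25 °C | benchmarks = low DMSO alone, high DMSO plus 5 µM PC-7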
* = called active by the depositor; ? = inconclusive; nt = no result given; & = joins results of further samples; [ ] = another dose, or the depositor's remark.

SMILES | procasp3 activ | CIT2 TOR yeast | RPL19A-GFP yeast | MEP2 TOR yeast | LAP4 TOR yeast | AGP1 TOR yeast | AHR activator | proCasp7 act
N#Cc1c(-c2ccc(F)cc2)ccnc1N1CCOCC1 | -2 | 87 | 98 | 92 | 116 | 94 | 0 | 9
COc1ccc(CC(=O)OC(C)CN2CCOCC2)cc1 (stereo unspecified) | 2 | 101 | 94 | 100 | 97 | 99 | -2 | 6
Cc1scc(C(=O)NNC(=S)NCC2CCCO2)c1-c1ccccc1 (stereo unspecified) | 1 | 111 | 104 | 102 | 99 | 106 | 3 | 8
O=c1[nH]nc(Sc2ncnc3sccc23)n1CCc1ccccc1 | -5 | 103 | 97 | 91 | 91 | 102 | 3 | 7
COc1ccc(NC(=O)N2CCN(S(C)(=O)=O)CC2)c(OC)c1 | -4 | 96 | 100 | 97 | 106 | 104 | -1 | -19
COc1ccc(C(=O)/C=C/c2ccc(F)cc2)c(OC(=O)c2ccc([N+](=O)[O-])cc2)c1 | 4 | nt | 104 | 99 | 98 | 104 | 0 | -1
Cc1cc(N2C(=O)C(O)=C(C(=O)c3ccco3)C2c2ccccc2F)no1 (stereo unspecified) | -8 | 98 | 102 | 98 | 103 | 98 | -8 | -11
CCc1cn(S(=O)(=O)c2ccccc2OC)nc1N | 1 | ? | 92[may fluoresce violet] | ? | ? | ? | 9 | 13
COC(=O)C(C)Sc1nc2c(c(=O)n1-c1ccccc1)SCC2 (stereo unspecified) | 3 | 101 | 102 | 101 | 104 | nt | 0 | 6
Cc1ccccc1C(=O)NC1CCN(CC(=O)Nc2ccc3c(c2)OCO3)CC1 | 0 | 99 | 92 | 101 | 104 | 100 | 1 | 9
c1ccc(C(c2ccccc2)N2CCN(c3ccc4ccccc4n3)CC2)cc1 | 0 | 101 | 102 | 102 | 102 | 104 | 2 | 11
CN(c1ccc(C(=O)O)cc1)S(=O)(=O)c1ccc(Cl)cc1 | -7 | 93 | 97 | 99 | 99 | 97 | 2 | -1
CCC(C)/C(C)=N/Nc1ccc(S(N)(=O)=O)cc1[N+](=O)[O-] (stereo unspecified) | -5 | 97 | 98 | 106 | 100 | 98 | 5 | -14
O=C(NCCCn1ccnc1)C(=O)NCC(c1ccco1)N1CCN(c2ccccc2)CC1 (stereo unspecified) | 6 | 99 | 96 | 99 | 105 | 105 | -2 | 4
Cc1cccc(C)c1NC(=O)CN(C)C(=O)c1cccc(NS(=O)(=O)c2ccccc2)c1 | -9 | 102 | 99 | 100 | 101 | 106 | -1 | 3
Cc1ccc(NC(=O)CN2CCC(NC(=O)c3ccccc3F)CC2)cc1C | 6 | 104 | 101 | 104 | 103 | 103 | 0 | -2
CCN(CC1CCCN(CCc2cccc(OC)c2)C1)C(=O)c1ccc(COC)o1 (stereo unspecified) | -3 | 109[may fluoresce green] | 104[may fluoresce green] | 108[may fluoresce green] | 108[may fluoresce green] | 103[may fluoresce green] | 3 | 0
Cc1nn(-c2ccccc2)c(C)c1/C=N/NC(=O)c1cc(-c2ccc(Br)s2)[nH]n1 | -6 | 104 | 101 | 100 | 98 | 100 | 14 | 3
Cc1ccc(NC(=O)CCC(=O)c2cccs2)nc1 | 5 | 93 | 96 | 103 | 104 | 103 | 5 | 1
CCN(C(=O)c1cc2c(C)nc3ccccc3c2o1)c1cc(Cl)ccc1OC | -4 | 104 | 102 | 101 | 104 | 102 | -1 | 11
O=C1CSC(=S)N1/N=C/c1cccc(C(F)(F)F)c1 | -22 | 111 | 100 | 109 | 86 | 99 | 5 | -17
CC#CCN1c2ccccc2[C@]23C[C@@H](C(=O)OC)N(C(=O)c4cc(C)oc4C)C2=NC(C(=O)OC)=C(C(=O)OC)[C@H]13 | 1 | 67 | 91 | 86 | 111 | 78 | 3 | 7
Cc1cc2ccccc2c(=O)n1CC(=O)NCC(=O)N1CCN(c2ccccc2)CC1 | 4 | 101 | 99 | 101 | 101 | 98 | -3 | 2
CC1CCN(CCCNC(=O)c2ccc(CSCc3cccc(Cl)c3)o2)CC1 | -3 | 102 | 97 | 98 | 91 | 94 | -1 | -5
CC1=CS(=O)(=O)CC1Sc1ncn[nH]1 (stereo unspecified) | 7 | 90 | 94 | 96 | 95 | 96 | 5 | 15
C=C1CCN([C@@H](CC(C)C)C(=O)NN2CCOCC2)S(=O)(=O)c2ccccc21 | -3 | 83 | 97 | 91 | 110 | 86 | -1 | -4
Cn1c(=O)n(Cc2ccccc2F)c2ccccc21 | 0 | 89 | 102 | 99 | 104 | 103 | 1 | 2
Cn1c(=O)n(CC(=O)O)c(=O)c2c1nc1n2CCS1 | 3&5 | 100&106 | 101&106 | 100&96 | 96&102 | 104&106 | 6&1 | 4&2
O=C(NCc1ccccc1)c1onc(CS(=O)(=O)c2ccc(Cl)cc2)c1C(=O)NCc1ccccc1 | 13 | 128 | 101 | 103 | 146 | 97 | 1 | 0
O=C1CN=C(Nc2ccccc2Cl)N1c1ccccc1 | -13 | 106 | 93 | 96 | 91 | 95 | 17 | -9
Cc1nc(NCCN2CCOCC2)c2nnn(Cc3ccccc3Cl)c2n1 | 7 | 98 | 98 | 96 | 94 | 96 | 1 | 5
CCOC(=S)SCC(=O)N1CCc2cc(OC)c(OC)cc2C1C1C(=O)CC(C)(C)CC1=O (stereo unspecified) | -6 | 96 | 97 | 97 | 76 | 86 | 0 | -16
Cc1nn(C)cc1CN(C)C(=O)c1cc(COc2ccc(F)cc2F)on1 | 6 | 103 | 101 | 109 | 91 | 97 | -5 | 16
Cc1cccc(C)c1NC(=O)CN(C1CCCCC1)S(C)(=O)=O | -11 | 103 | 107 | 108 | 92 | 98 | 1 | 4
Clc1nc(NCCN2CCOCC2)nc(NCc2ccccc2)n1 | 6 | 102 | 105 | 107 | 98 | 99 | -4 | 8
CCN1C(=O)C2(C(C#N)=C(N)Oc3n[nH]c(-c4ccccc4)c32)c2ccccc21 (stereo unspecified) | -13 | 94 | 104 | 101 | 93 | 104 | 4 | 6
O=C(CSc1ccc2nnc(-c3ccccn3)n2n1)Nc1ccccc1F | -1 | 88 | 92 | 91 | 88 | 88 | -1 | 6
Cc1cccn2c(=O)c3cc(C(=O)NCCCN4CCCC4=O)n(C)c3nc12 | 4 | 102 | 98 | 103 | 98 | 99 | -5 | -5
COc1ccc(NC(=O)CN2CCN(c3ccccc3F)CC2)cc1 | 9 | 103 | 103 | 103 | 96 | 107 | -3 | 8
C/C(=N\NC(=O)C1CC1c1ccccc1)c1ccc(C)s1 (stereo unspecified) | -3 | 91 | 93 | 95 | 91 | 91 | 75* | -2
COc1ccc(-c2nc3c(c(=O)c4ccccc4n3C)c(=O)n2Cc2ccccc2)cc1 | 0 | 105 | 103 | 96 | 95 | 104 | -2 | -7
Cc1ccc(C)c(NC(=O)CN(C)C(=O)c2cc3ccccc3oc2=O)c1 | 11 | 106 | 99 | 101 | 110 | 107 | 7 | 5
C/C(=N\OCC(=O)OC(C)C(=O)Nc1ccc(C(N)=O)cc1)c1ccc2c(c1)OCO2 (stereo unspecified) | 2 | 115 | 99 | 104 | 96 | 102 | 4 | -3
CCc1ccc2[nH]c(=O)c(CN(Cc3ccco3)S(=O)(=O)c3ccc4c(c3)OCCO4)cc2c1 | -1 | 108 | 103 | 112 | 115 | 107 | -1 | 2
COc1cc(N(C)C)c([N+](=O)[O-])cc1C(=O)N1CCOCC1 | -3 | 94 | 96 | 95 | 116 | 105 | -1 | 0
COc1ccc(C2=NO[C@@H]3C(=O)N(Cc4ccccc4)C(=O)[C@H]23)c(OC)c1 | -15 | 114 | 100 | 94 | 112 | 112 | 3 | -3
CN(C(=O)COC(=O)CNC(=O)c1ccc2ccccc2c1)c1c(N)n(Cc2ccccc2)c(=O)[nH]c1=O | 1 | 103 | 100 | 106 | 100 | 103 | -1 | 16
O=C(O)c1ccccc1NC(=O)C(Cc1ccccc1)N1C(=O)c2ccccc2C1=O (stereo unspecified) | 7 | 111 | 107 | 110 | 80 | 94 | 0 | 7

Part of the list above in order of heavy-atom count, low to high:
SMILES | procasp3 activ | CIT2 TOR yeast | RPL19A-GFP yeast | MEP2 TOR yeast | LAP4 TOR yeast | AGP1 TOR yeast | AHR activator | proCasp7 act
COc1cc(N(C)C)c([N+](=O)[O-])cc1C(=O)N1CCOCC1 | -3 | 94 | 96 | 95 | 116 | 105 | -1 | 0
Cc1cccn2c(=O)c3cc(C(=O)NCCCN4CCCC4=O)n(C)c3nc12 | 4 | 102 | 98 | 103 | 98 | 99 | -5 | -5
CN(C(=O)COC(=O)CNC(=O)c1ccc2ccccc2c1)c1c(N)n(Cc2ccccc2)c(=O)[nH]c1=O | 1 | 103 | 100 | 106 | 100 | 103 | -1 | 16

Continuation.
SMILES | procasp3 activ | CIT2 TOR yeast | RPL19A-GFP yeast | MEP2 TOR yeast | LAP4 TOR yeast | AGP1 TOR yeast | AHR activator | proCasp7 act
Cn1c(SCC(=O)NCc2ccc(F)cc2)nc2c([nH]c3ccccc32)c1=O | -3 | 98 | 100 | 91 | 100 | 99 | 126* | 5
Cc1ccc(CNC(=O)C2CCN(S(=O)(=O)N3CCOCC3)CC2)cc1 | -1 | 102 | 100 | 98 | 93 | 104 | 0 | -4
CCOC(=O)c1ccccc1NC(=O)CSc1nc(N)cc(=O)[nH]1 | 3 | 109 | 110 | 105 | 95 | 95 | 0 | 1
C=CCc1cc(C)ccc1OCCCn1ccnc1 | -12 | 100 | 102 | 91 | 84 | 98 | 28 | 3
COc1ccc(-n2nc3c(c2NC(=O)CCCl)CSC3)cc1 | nt | 93 | 103 | 104 | 101 | 99 | nt | nt
CC(=O)C1=C(C)NC(SCC(=O)c2ccc(Cl)cc2)=C(C#N)C1c1ccco1 (stereo unspecified) | -5 | 94 | 99 | 110 | 108 | 105 | 26 | -14
CCn1c(CC(=O)Nc2ccc(F)cc2)nnc1SCC(=O)Nc1nncs1 | -1 | 91 | 92 | 104 | 90 | 91 | -3 | 11
COc1ccccc1CNc1ncc(-c2ccc(F)cc2)n1C | -2 | 105 | 100 | 126 | 111 | 100 | 73* | 2
O=C(CCSCCc1ccccn1)Nc1ccccn1 | -3 | 106 | 100 | 108 | 102 | 100 | -1 | 7
Cc1c(C(=O)N2CCCCC2)c(S(=O)(=O)N2CCN(c3ccc(Cl)cc3)CC2)c(C)n1C | 7 | 109 | 93 | 93 | 86 | 96 | 2 | 6
O=C(Nc1ccccc1)N(Cc1ccccc1)C1=NCCS1 | -4 | 100 | 95 | 100 | 103 | 96 | 2 | 4
O=C(NCCc1ccncc1)Nc1ccccc1 | 7 | 97 | 89 | 95 | 87 | 88 | 14 | -4
